m5-HT2A agonist – mouse HTR2A agonism via beta-arrestin recruitment; CHO-K1 mHTR2A beta-arrestin complementation, luminescence; percent of 30 µM serotonin response; hit rate 0.66% among 360,000; activation, % at 7.6 µM; P35363;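 active = activation above a run cutoff, the mean activation of all tested compounds plus 3 SD, cut at about 14% in these data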;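 note: 0% = plate median of compound wells and 100% = 30 µM serotonin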
H9c2 protect – protects H9c2 cardiomyocytes from peroxide injury | H2O2 injury protection, ATPLite, 2 h | protection from H2O2 cell death, % at 20 µM | hit rate 0.63% among 360,000 | AID 588492;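 active = compounds giving at least 50% protection of heart cells from peroxide-induced death in the single-dose screen, raw or plate-pattern-corrected value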;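 note: 0% = DMSO wells with peroxide and 100% = DMSO wells without peroxide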
ABHD5 PLIN5 PPI – inhibitors of human ABHD5-perilipin-5 interaction. Q00G26+Q8WTS1. Split G. princeps luciferase complementation, luminescence, 4 h. inhibition, % at 4 µM. hit rate 0.78% among 360,000;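 active = inhibition above the mean inhibition across every tested compound plus 3 SD, cut at about 22% in these data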;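 note: 0% = DMSO only wells and the 100% control is not disclosed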
CaV13 ICDI inh – Disruptors of the CACNA1D IQ motif to Ca2+-dependent inactivation inhibitor domain association, primary screening, Förster resonance energy transfer in intact living …; inhibition, % at 12.3 µM; hit rate 0.098% among 340,000; HEK cells, CFP/YFP FRET ICDI-IQ, plate reader, 10 min; percent FRET-ratio fall versus neutral wells;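 active = mean replicate inhibition of at least 30% and at least 1% of replicates passing that level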;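 note: 0% = median of the neutral control wells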
PDI turbidity – blocks human protein disulfide isomerase activity. hit rate 0.052% among 350,000. inhibition, % at 10 µM. PDI insulin aggregation turbidity, A650, 90 min. AID 588391. P07237;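 active = mean inhibition across replicates of 30% or more, whatever share of single replicates reach that level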;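 note: absorbance from insulin aggregation driven by PDI reduction with DTT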
Exocytosis inh – lytic granule exocytosis inhibition; hit rate 0.66% among 360,000; TALL-104 LAMP-1 surface exposure, flow cytometry; cells stimulated with thapsigargin and PMA; inhibition, % at 10 µM; AID 651702;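 active = inhibition above about 55%, limit read from the data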
ABCB6 inh 2 – inhibitors of human ABC transporter ABCB6 | hit rate 0.19% among 360,000 | fluorescence ratio to DMSO, % at 10 µM | K562-ABCB6 porphyrin accumulation, flow cytometry, 1 h; stronger effect = lower value | Q9NP58;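 active = fluorescence ratio to DMSO below 75%, the collection mean minus 3 SD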;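 note: signal is porphyrin accumulated inside mitochondria; 100% equals median channel fluorescence of DMSO control wells; lower ratio means ABCB6 inhibition with less porphyrin fluorescence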
Target sequence (Q9NP58 whole entry, looked up): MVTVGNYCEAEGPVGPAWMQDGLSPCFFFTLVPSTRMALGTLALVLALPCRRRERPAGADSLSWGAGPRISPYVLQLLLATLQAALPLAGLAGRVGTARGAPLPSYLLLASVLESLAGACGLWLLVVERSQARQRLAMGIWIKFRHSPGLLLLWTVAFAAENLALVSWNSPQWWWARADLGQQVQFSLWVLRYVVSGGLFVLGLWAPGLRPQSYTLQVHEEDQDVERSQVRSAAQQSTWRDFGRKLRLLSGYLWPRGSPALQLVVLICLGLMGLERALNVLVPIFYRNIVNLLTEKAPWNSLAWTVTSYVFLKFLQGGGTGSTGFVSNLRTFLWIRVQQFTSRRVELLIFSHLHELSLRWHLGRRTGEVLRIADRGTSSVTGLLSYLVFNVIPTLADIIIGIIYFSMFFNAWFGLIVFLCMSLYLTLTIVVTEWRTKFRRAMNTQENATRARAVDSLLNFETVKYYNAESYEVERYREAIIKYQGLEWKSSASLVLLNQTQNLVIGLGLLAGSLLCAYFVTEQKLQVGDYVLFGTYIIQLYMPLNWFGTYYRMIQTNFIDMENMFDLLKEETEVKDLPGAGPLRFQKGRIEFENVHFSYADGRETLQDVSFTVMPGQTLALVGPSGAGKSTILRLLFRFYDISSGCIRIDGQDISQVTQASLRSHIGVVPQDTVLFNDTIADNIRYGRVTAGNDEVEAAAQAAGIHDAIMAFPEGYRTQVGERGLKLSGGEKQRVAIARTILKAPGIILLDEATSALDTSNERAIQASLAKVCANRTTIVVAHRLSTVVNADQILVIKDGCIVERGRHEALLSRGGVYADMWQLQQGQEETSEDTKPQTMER
MC4R ag barr – agonists of human melanocortin 4 receptor (MC4R) beta-arrestin; P32245; U2OS MC4R beta-arrestin complementation, luminescence; percent of melanotan II response, DMSO zero; activation, % at 8.9 µM; hit rate 0.98% among 360,000;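 active = activation above a per-plate cutoff, the mean activation of sample wells on that plate plus 3 SD, cut at about 8% in these data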
MC4R antagonist – blocks human MC4R cAMP signaling; inhibition, % at 6.5 µM; P32245; MC4R-expressing cells, MTII-stimulated cAMP, LANCE TR-FRET; hit rate 0.48% among 360,000;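 active = inhibition above its plate's cutoff, the mean of tested wells on that plate plus 3 SD, cut at about 29% in these data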;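 note: 0% = Melanotan II alone and 100% = Melanotan II plus saturating MCL0020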
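Assay system: human MC4R-expressing U2OS cells; reagent: Melanotan II stimulation of cells; dosing: 6.5 µM single dose; timing: compound 30 min, challenge 1 h, detection 1 h; signal: TR-FRET cAMP assay; replicates: one well per compound, no replicates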
N-glyco inh – N-linked glycosylation inhibition | D54 ERlucT glycosylation luciferase reporter, 24 h; percent of 100 nM tunicamycin response | reporter increase, % at 12.5 µM | hit rate 0.23% among 360,000;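 active = mean luciferase reporter signal, scaled so untreated is 0 and the glycosylation-blocking control 100, at or above a set limit in every replicate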;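 note: luciferase carries N-glycosylation sites so blocking glycosylation raises the light; 0% = median of neutral control wells and 100% = median of 100 nM tunicamycin wells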
* marks the source's active call; other numbers are inactive results; / = not tested or not shown.

#	SMILES	m5-HT2A agonist	H9c2 protect	ABHD5 PLIN5 PPI	CaV13 ICDI inh	PDI turbidity
1	C/C(=N/NC(=O)c1cc(-c2cccc([N+](=O)[O-])c2)n[nH]1)c1ccc(Cl)cc1	-1	-4	6	-6	-5
2	Cc1cc(C)cc(C(=O)NC(CC(N)=O)c2ccc(NC3CCCCCCCCCCC3)c([N+](=O)[O-])c2)c1 (centres undefined)	-7	10	13	-10	-4
3	COc1ccc2c(c1)C(=O)N(Cc1ccccc1)C(=O)C2(C)C	-3	-10	-3	-4	-1
4	CCCNC(=O)C(Cc1ccccc1)NC(=O)c1ccc(C(F)(F)F)cc1 (centres undefined)	-2	2	-5	-10	-1
5	COc1ccc(-n2nc(C(=O)NCC(=O)NCC3COc4ccccc4O3)c3ccccc3c2=O)cc1OC (centres undefined)	11	30	13	-9	-10
6	COC(=O)CCC(=O)NNC(=O)c1cccc(Br)c1	8	-1	5	-4	-29
7	O=C(C[C@H]1C/C=C\CC[C@H](Cc2ccc(F)cc2)C(=O)OC[C@@H]2CCCN2C1=O)N[C@H](CO)Cc1ccccc1	-1	10	-2	-6	3
8	COC(=O)Cc1nnc(SCC(=O)Nc2ccccc2)c2ccccc12	5	6	-2	-7	-2
9	CC(C)Cn1c(-c2ccc(Cl)cc2)cnc1SCC(=O)N1CCOCC1	-7	1	-6	-9	1
10	CN(Cc1ccccc1)C(=O)COC(=O)c1cc2ccccc2oc1=O	8	5	-5	-3	-3

#	Exocytosis inh	ABCB6 inh 2	MC4R ag barr	MC4R antagonist	N-glyco inh
1	1	97	-2.8	1	0
2	-9	101	-1.2	3	0
3	15	94	0.2	7	-1
4	-2	98	2.2	7	-3
5	-1	86	3.0	-6	-1
6	-2	196	0.2	1	2
7	-2	99	-2.1	2	2
8	-3	100	-3.2	4	-2
9	-2	86	-0.4	3	-1
10	0	99	-0.5	-2	-1

Part of the list above, as tab-separated lines.
item	Structure	m5-HT2A agonist	H9c2 protect	ABHD5 PLIN5 PPI	CaV13 ICDI inh	PDI turbidity	Exocytosis inh	ABCB6 inh 2	MC4R ag barr	MC4R antagonist	N-glyco inh
8	COC(=O)Cc1nnc(SCC(=O)Nc2ccccc2)c2ccccc12	5	6	-2	-7	-2	-3	100	-3.2	4	-2
9	CC(C)Cn1c(-c2ccc(Cl)cc2)cnc1SCC(=O)N1CCOCC1	-7	1	-6	-9	1	-2	86	-0.4	3	-1
10	CN(Cc1ccccc1)C(=O)COC(=O)c1cc2ccccc2oc1=O	8	5	-5	-3	-3	0	99	-0.5	-2	-1

Compounds listed so far with fluorine, in the order listed:
#	SMILES	m5-HT2A agonist	H9c2 protect	ABHD5 PLIN5 PPI	CaV13 ICDI inh	PDI turbidity
4	CCCNC(=O)C(Cc1ccccc1)NC(=O)c1ccc(C(F)(F)F)cc1 (centres undefined)	-2	2	-5	-10	-1
7	O=C(C[C@H]1C/C=C\CC[C@H](Cc2ccc(F)cc2)C(=O)OC[C@@H]2CCCN2C1=O)N[C@H](CO)Cc1ccccc1	-1	10	-2	-6	3

#	Exocytosis inh	ABCB6 inh 2	MC4R ag barr	MC4R antagonist	N-glyco inh
4	-2	98	2.2	7	-3
7	-2	99	-2.1	2	2

Next results follow.
#	SMILES	m5-HT2A agonist	H9c2 protect	ABHD5 PLIN5 PPI	CaV13 ICDI inh	PDI turbidity
11	CCCc1cc2c(cc1NC(=O)c1ccc(C(C)(C)C)cc1)OCO2	-2	-5	-7	-4	1
12	Cc1ccc(NC(=O)CCCn2c(=O)[nH]c3ccsc3c2=O)cc1	-3	2	0	/	-9
13	COc1cc(C=NOC(=O)Nc2ccccc2)cc(OC)c1OC	3	11	3	-6	6
14	O=C(c1ccc(S(=O)(=O)N2CCOCC2)cc1)N(c1ccc(F)cc1)C1C=CS(=O)(=O)C1 (centres undefined)	0	1	-3	-10	0
15	O=C(O)CC1=C(Nc2ccccc2)C(=O)N(c2ccccc2)C1c1ccc(Br)cc1 (centres undefined)	0	0	1	-4	9
16	Cc1ccc(OCC(=O)NC2CC(C)(C)NC(C)(C)C2)c(C)c1	-2	9	-2	-2	1
17	COc1ccc(-n2nc(C(=O)NCC(=O)N3CCOCC3)c3ccccc3c2=O)c(OC)c1	-2	-3	3	-7	7
18	Cc1ccc(C(=O)O)cc1S(=O)(=O)Nc1ccccc1C(=O)NC1CC1	0	2	-5	/	-2
19	CSc1ccccc1NC(=O)c1noc2c1CCC2	1	-5	-11	-8	-7
20	CC(C)(C)NC(=O)C(c1ccncc1)N(Cc1cccs1)C(=O)Cn1nnc(-c2cccs2)n1 (centres undefined)	0	1	-3	-5	-6

#	Exocytosis inh	ABCB6 inh 2	MC4R ag barr	MC4R antagonist	N-glyco inh
11	4	94	0.2	8	-2
12	-27	93	-0.4	2	3
13	-1	99	0.9	-2	0
14	-2	106	-1.3	8	1
15	5	99	-1.1	16	-2
16	-3	99	0.5	5	1
17	-2	92	-1.5	3	3
18	0	106	-2.8	2	-1
19	2	85	-0.6	15	-2
20	5	96	-1.9	13	3

Other results
#	SMILES	m5-HT2A agonist	H9c2 protect	ABHD5 PLIN5 PPI	CaV13 ICDI inh	PDI turbidity
21	O=C(O)CC/C(=N\Nc1ccc(S(=O)(=O)N2CCCC2)cc1[N+](=O)[O-])c1cccs1	1	4	-4	-3	-2
22	CCOCCCNC(=O)c1ccc(Cn2c(=S)[nH]c3c([nH]c4ccc(OC)cc43)c2=O)cc1	4	-2	-6	-5	-8
23	CC(C)(C#N)Cc1cc(CC(C)(C)C#N)cc(C(C)(C)C)c1	-2	-10	-11	-11	-1
24	CC(C)N1C(=O)S/C(=C/c2ccccc2OCc2ccc(C(=O)O)cc2)C1=O	1	2	8	-3	1
25	COc1ccccc1Cc1c(-c2ccc(OC)c(OC)c2)nc2cc(C)c(Br)c(C)n12	-1	/	-3	-5	/
26	O=C1CCCN2N=C(SCC(=O)N3CCCCC3)SC2=N1	10	17	5	-6	-2
27	COc1cc(C2NC(=O)NC(C)=C2C(=O)OCC2CCCO2)cc(OC)c1OC (centres undefined)	-1	4	-5	4	-22
28	O=C1CN(c2ccccc2)C(=S)N1c1ccccc1	-5	-2	14	-4	-9
29	C=CCn1c(SCC(C)=O)nnc1-c1cc(-c2ccccc2)sc1N	-8	8	-11	-4	-3
30	CCOC(=O)C1CCCN(S(=O)(=O)c2c(C)c(C)cc(C)c2C)C1 (centres undefined)	2	-5	5	-2	5

#	Exocytosis inh	ABCB6 inh 2	MC4R ag barr	MC4R antagonist	N-glyco inh
21	2	103	-2.5	16	2
22	2	92	-2.6	2	1
23	-9	84	-0.9	-1	-5
24	-2	104	-1.4	31*	0
25	-4	101	/	/	/
26	-4	95	-2.0	5	-1
27	-3	77	-1.9	-5	0
28	22	84	0.0	9	2
29	-5	104	-2.2	4	1
30	-3	93	-0.1	6	2

Continued:
#	SMILES	m5-HT2A agonist	H9c2 protect	ABHD5 PLIN5 PPI	CaV13 ICDI inh	PDI turbidity
31	CC(C)c1nc2ccc(C(=O)O)cc2[nH]1	6	-1	2	-8	-4
32	Cc1cnc(C(=O)OCC(=O)N2CCN(C(=O)c3ccco3)CC2)cn1	-4	4	-2	-8	5
33	COc1cccc(-c2ccc(NC(=O)C3CCCN(Cc4ccccn4)C3)cc2)c1 (centres undefined)	-8	5	4	-9	-1
34	C=CCn1c(COc2cccc3cccnc23)nnc1SCC(=O)O	1	12	0	-5	-2
35	CCCOc1ccc(NC(=O)Cc2ccc(S(=O)(=O)N3CCOCC3)s2)cc1OCCC	8	-16	-3	-6	-6
36	O=C(c1cccs1)n1cc(C(=S)N2CCOCC2)c2ccccc21	-2	5	-3	/	-8
37	C=CCOC(=O)/C(=C\c1ccccc1)NC(=O)c1ccco1	0	1	5	-18	-1
38	CCn1c(SCC(=O)c2cc(OC)ccc2OC)nnc1-c1ccncc1	3	3	5	-8	6
39	Cc1oc2cc3oc(=O)c(CCC(=O)NCCCN4CCOCC4)c(C)c3cc2c1C	2	-8	-3	/	/
40	NC(=O)c1ccc(C2SCC(=O)N2CCc2ccccc2)cc1 (centres undefined)	1	7	5	-14	-9

#	Exocytosis inh	ABCB6 inh 2	MC4R ag barr	MC4R antagonist	N-glyco inh
31	3	100	0.5	-2	0
32	-7	101	-1.5	10	1
33	10	98	-1.3	9	-3
34	2	96	0.4	5	2
35	2	97	-2.5	-4	1
36	-2	100	-4.4	2	-1
37	-4	102	0.0	3	1
38	7	96	-0.7	-6	-2
39	-2	99	1.6	13	-2
40	-2	99	3.1	6	0

Next part
#	SMILES	m5-HT2A agonist	H9c2 protect	ABHD5 PLIN5 PPI	CaV13 ICDI inh	PDI turbidity
41	COc1ccc(OC)c(NC(=O)C2COc3ccccc3O2)c1 (centres undefined)	-3	-3	-8	-5	-2
42	O=c1onc(-c2ccccc2)c2ccccc12	-1	5	4	-3	1
43	O=C(CSc1nc2ncc(Cl)cc2[nH]1)N1CCOCC1	-5	2	1	-10	14
44	Cc1ccc(C(C)C)c(OCCCCN2CCNCC2)c1	-8	3	7	-5	-12
45	CCc1noc(C)c1C(=O)OCC(=O)Nc1nc(-c2ccc(F)c(F)c2)cs1	2	20	-8	-16	-10
46	COc1ccccc1CNC(=O)C1CCCN(S(=O)(=O)c2ccc3c(c2)CC(C)N3C(C)=O)C1 (centres undefined)	-3	-3	7	-4	0
47	CCOC(=O)c1cc([N+](=O)[O-])cc([N+](=O)[O-])c1Sc1ncnc2nc[nH]c12	-2	-18	38*	-6	1

#	Exocytosis inh	ABCB6 inh 2	MC4R ag barr	MC4R antagonist	N-glyco inh
41	-4	91	-0.1	1	1
42	-3	95	-0.5	6	0
43	1	91	-1.1	6	0
44	12	98	1.6	0	1
45	-2	98	-0.1	14	-4
46	0	97	-2.8	5	0
47	22	110	-3.3	58*	99*

Screens deposited in PubChem BioAssay by several laboratories.

The order is random. About 4.2% of those tested had a hit in this group.
